Screening results: PubChem, Dana-Farber Cancer Institute and Novartis Institutes for BioMedical Research (Cambridge, Mass)
OTUD3 block – blocks human OTUD3 ubiquitin-rhodamine cleavage. Q5T2D3. purified OTUD3, Ub-rhodamine fluorescence, 2 h. inhibition, % at 25 µM. actives 0.7% (n = 47,000)
USP7 block – human USP7 deubiquitinase inhibition. Q93009. purified USP7, Ub-rhodamine cleavage fluorescence. inhibition, % at 20 µM. actives 0.3% (n = 47,000). AID 1645854
UCHL1 inh – inhibitors of human UCHL1 deubiquitinase; inhibition, % at 20 µM; AID 1645859; P09936; actives 0.2% (n = 47,000); purified UCHL1, Ub-rhodamine cleavage fluorescence
USP28 block – human USP28 deubiquitinase inhibition. AID 1645857. Q96RU2. actives 3% (n = 47,000). inhibition, % at 25 µM. purified USP28, Ub-rhodamine cleavage fluorescence, 30 min
USP10 inh – inhibitors of human USP10 deubiquitinase; inhibition, % at 20 µM; actives 1.1% (n = 47,000); Q14694; purified USP10, Ub-rhodamine fluorescence, 60 min; AID 1645856
USP30 inh – human USP30 deubiquitinase inhibition | Q70CQ3 | purified USP30, Ub-rhodamine cleavage fluorescence | inhibition, % at 25 µM | actives 5.3% (n = 47,000) | AID 1645860
Target sequence (Q70CQ3 whole entry, looked up): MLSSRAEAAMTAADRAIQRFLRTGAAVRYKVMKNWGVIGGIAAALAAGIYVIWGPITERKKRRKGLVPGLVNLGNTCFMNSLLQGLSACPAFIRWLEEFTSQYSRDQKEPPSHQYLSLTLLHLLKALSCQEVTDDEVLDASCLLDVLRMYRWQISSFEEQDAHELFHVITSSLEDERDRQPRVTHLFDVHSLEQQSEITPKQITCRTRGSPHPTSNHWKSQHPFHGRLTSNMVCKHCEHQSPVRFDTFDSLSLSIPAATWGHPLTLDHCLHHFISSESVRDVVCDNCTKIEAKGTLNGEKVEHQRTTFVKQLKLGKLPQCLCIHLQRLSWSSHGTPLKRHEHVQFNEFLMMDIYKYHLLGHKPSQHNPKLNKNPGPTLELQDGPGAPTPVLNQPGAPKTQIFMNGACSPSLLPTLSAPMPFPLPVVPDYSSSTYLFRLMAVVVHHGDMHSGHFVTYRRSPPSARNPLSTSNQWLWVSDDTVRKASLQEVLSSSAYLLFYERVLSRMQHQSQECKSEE
USP8 block – inhibitors of human USP8 deubiquitinase; P40818; purified USP8, Ub-rhodamine cleavage fluorescence, 30 min; inhibition, % at 20 µM; actives 4.2% (n = 47,000); AID 1645853
USP17 inh – blocks human USP17 ubiquitin-rhodamine cleavage; inhibition, % at 50 µM; A8MUK1; actives 6.5% (n = 47,000); purified USP17, Ub-rhodamine cleavage fluorescence, 3 h
Target sequence (A8MUK1 whole entry, looked up): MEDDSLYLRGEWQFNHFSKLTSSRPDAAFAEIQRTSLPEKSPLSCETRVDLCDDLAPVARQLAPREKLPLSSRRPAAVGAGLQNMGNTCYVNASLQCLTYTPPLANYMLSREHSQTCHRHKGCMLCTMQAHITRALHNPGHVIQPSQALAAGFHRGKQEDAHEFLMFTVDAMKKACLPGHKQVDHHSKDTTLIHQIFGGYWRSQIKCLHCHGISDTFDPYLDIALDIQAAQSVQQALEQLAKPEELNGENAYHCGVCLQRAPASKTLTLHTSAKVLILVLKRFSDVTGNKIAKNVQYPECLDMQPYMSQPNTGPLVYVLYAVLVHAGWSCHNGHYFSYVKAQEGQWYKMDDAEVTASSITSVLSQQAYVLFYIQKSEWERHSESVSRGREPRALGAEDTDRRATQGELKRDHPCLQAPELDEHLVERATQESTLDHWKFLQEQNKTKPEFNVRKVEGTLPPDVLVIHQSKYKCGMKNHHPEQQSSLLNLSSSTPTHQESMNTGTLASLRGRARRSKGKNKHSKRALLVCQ
* marks the source's active call; other numbers are inactive results; . = not tested or not shown. No stated cut-off is given here; in the data, active means inhibition above about 30%; inactive means the rest. Hits appear at their usual frequency; any-hit rate near 14%.

OTUD3 block	USP7 block	UCHL1 inh	USP28 block	USP10 inh	USP30 inh	USP8 block	USP17 inh	SMILES
7	-15	2	13	-4	16	-50	0	CNC(=O)c1cc2c(nc1NC(C)C)CCN(c1ncc(F)cn1)CC2
5	-6	0	4	-2	-45	8	-15	Cc1cccc(NC(=O)Cn2c(=O)c3cccnc3n(-c3ccccc3)c2=O)c1C
-6	-1	-3	-5	-3	-5	-7	.	Cc1ccc(NC(=O)Cn2cnc(S(=O)(=O)N3CCOCC3)c2)cc1F
2	8	2	1	1	3	1	4	COCCCn1c(C(=O)N(Cc2ccccc2)Cc2ccccc2)cc2c(=O)n3cccc(C)c3nc21
2	1	-1	-4	0	7	3	5	COc1ccc(-n2ccc3nc(N4CCCCC4)ncc3c2=O)cc1
-1	-5	-6	-8	1	-10	-25	-13	Cn1c(=O)c2c(nc(N3CCOCC3)n2C/C=C/c2ccccc2)n(C)c1=O
10	-2	1	11	0	21	7	4	c1ccc(-c2csc3ncnc(Oc4cccnc4)c23)cc1
6	0	3	5	4	12	7	4	CC(C)n1c(C(O)c2ccc3c(c2)OCO3)nc2ccccc21 (stereo not drawn)
12	6	1	6	0	12	8	14	Cc1ccc(C)c(CNS(=O)(=O)c2ccc(-c3cc(C)no3)s2)c1
6	2	3	11	2	14	0	12	Cc1cccc(NC(=O)Cn2c(C)ncc(C(=O)NC3CC3)c2=O)c1
-5	2	-3	-2	4	10	-43	-1	CC(C)C(=O)Nc1ccc(-n2cnc(C(=O)NC3CCCCC3)c2)nc1
5	0	1	0	-5	-2	0	5	Cc1noc(C)c1COc1ccc(CC(=O)Nc2cc(Cl)ccc2N2CCN(C)CC2)cc1
-19	-8	-14	-11	-1	-113	-3	12	Cc1ccccc1NS(=O)(=O)c1cc2c(cc1Cl)NC(=O)CO2
6	3	3	6	2	12	12	7	CCn1c(CC(=O)Nc2ccccc2)nnc1SCC(=O)c1ccccc1
0	1	-1	-5	0	10	3	7	COc1cccc(OC)c1C(=O)Nc1cccc(-n2c(C)nc3ncccc3c2=O)c1
-46	2	-6	-34	2	-184	-58	-17	COc1ccc(C2=NC(=O)C(CC(=O)Nc3cccc(Cl)c3Cl)S2)cc1 (stereo not drawn)
-19	-1	-2	-26	-7	-61	-19	-38	O=C(NC1CCN(Cc2ccccc2)CC1)c1cn2c(n1)CCCC2
9	3	3	17	-2	29	20	17	Cc1ccccc1Cn1c(=O)n(Cc2ccc(C(=O)NC3CCN(Cc4ccccc4)CC3)cc2)c(=O)c2ccccc21
1	5	3	.	12	.	4	35*	COc1ccc(-c2ccc(CCC(=O)NCc3ccccc3)o2)cc1
1	-7	3	10	3	14	-12	-13	CC(C)(C)OC(=O)N1CCCC(Cc2cnc(-c3cn[nH]c3)cn2)C1 (stereo not drawn)
-16	-3	-1	-20	-3	-58	-109	.	Cc1ccc(C(=O)N2C[C@@H](Oc3ncccc3F)[C@H]3OCCC[C@H]32)o1
19	-15	1	21	0	20	4	15	CCc1nnc2ccc(C(=O)NCc3ccc(Cl)cc3)cn12
10	2	3	-4	5	34*	-20	43*	O=C(CSc1nnc2ccc(-c3ccccc3)nn12)Nc1ccc(F)cc1
-7	-19	-4	-7	-2	-32	-17	-10	CC(C)CCn1c(=O)c2ccccc2n2c(CCC(=O)N3CCN(C(=O)c4ccco4)CC3)nnc12
2	0	0	0	-4	-5	-55	2	Cc1cc(-c2cnc(C)nc2-c2ccc(CNC(=O)Cc3sc(C)nc3C)cc2)on1
-11	1	-6	-5	4	-37	47*	32*	Cc1ccc(NC(=O)c2noc3c2CCc2sccc2-3)nc1
8	5	3	14	2	23	15	11	CC(=O)N1CCC(c2cc(-c3cc(F)ccc3C(=O)O)nc(C)n2)CC1
-1	-4	-4	-10	-5	-26	-24	-11	Cc1ccc(CNC(=O)CCc2c(C)nn(-c3cc(N4CCCC4)ncn3)c2C)cc1
-3	-7	-2	-1	0	5	-88	-27	NC(N)=NCCC(=O)N1CCc2nc3ccccc3n2C(Cc2ccccc2)C1 (stereo not drawn)
-4	-7	-2	-1	-2	-4	-2	4	CN(C)S(=O)(=O)N1CCOC(c2cncc(-c3cccc(F)c3)n2)C1 (stereo not drawn)
4	1	0	2	-4	-10	21	0	O=C(NCc1ccco1)N1CCCC1c1nc(-c2ccccc2)n[nH]1 (stereo not drawn)
4	3	4	6	3	4	2	1	Cc1nc(-c2cccc(S(=O)(=O)NCc3ccc(F)cc3)c2)no1
3	10	3	18	30*	14	9	33*	COc1ccc(C(NC(=O)c2nc3n(n2)-c2ccccc2S(=O)(=O)N3)C(C)C)cc1 (stereo not drawn)
3	3	1	3	2	46*	6	22	CCC(=O)Nc1c(C)noc1/C=C\c1ccc(S(=O)(=O)Nc2ccc(F)cc2F)cc1
0	4	0	.	1	.	0	10	Cc1cccc2c1N(CC(=O)N1CCCCC1)C(=O)C1CCCN1C2=O (stereo not drawn)
22	7	6	17	8	22	22	21	CCN1C(=O)c2cc(S(=O)(=O)Nc3ccccc3)ccc2Oc2cccnc21
3	1	1	.	0	.	-2	6	COc1ccc(NC(=O)[C@H]2C[C@H](C(C)C)N[C@]23C(=O)Nc2ccccc23)cc1
2	0	-1	2	-1	12	9	4	CN(Cc1cccnc1)c1nc2c(c(=O)[nH]1)CCN(Cc1ccc(F)cc1)CC2
11	0	3	16	-2	14	11	10	Cc1nc(C2CCCN2C(=O)c2ccccn2)nc2c1CCC(=O)N2Cc1ccc(F)cc1 (stereo not drawn)
-5	0	-5	-7	0	6	0	-2	O=C(N[C@@H]1CC[C@@H](Oc2cccc(F)c2)[C@@H](O)[C@@H]1O)c1cscn1
5	4	2	1	-1	0	-1	1	COc1ccc(-n2nnnc2-c2ccc(S(C)(=O)=O)cc2Cl)cc1
-6	-2	0	0	5	14	4	12	COc1cccc(-n2nnc(C(=O)Nc3ccc(Cl)cc3)c2C)c1
-3	1	-1	-5	2	-9	-4	-4	COc1ccc(CCC(=O)NCC(c2ccc(N(C)C)cc2)N2CCCC2)cc1 (stereo not drawn)
2	2	1	4	1	4	56*	32*	COc1ccc(-c2cc(C(=O)Nc3n[nH]c4nc(C)ccc34)[nH]n2)c(OC)c1
-3	2	-3	-2	0	10	3	7	CC1(C(=O)NC2CCCC2)Cn2c(cc3ccccc32)C(=O)N1C1CCCCC1 (stereo not drawn)
8	-2	10	46*	24	-5	41*	37*	Cc1ccc(C(=O)Nc2c(-c3ccc4c(c3)OCO4)c(=O)c3ccccc3n2C)cc1
1	0	-1	1	-2	-26	-11	-12	Cc1cccc(N2CCN(S(=O)(=O)c3cc4n(c3)CCCNC4=O)CC2)c1
20	3	2	13	0	24	10	12	Cc1ccc(CC(=O)NC(C)C(=O)Nc2nc3ccccc3[nH]2)cc1 (stereo not drawn)
-22	-6	-2	-20	-1	-74	3	34*	COc1ccc(N2CCN(C(=O)CN3C(=O)[C@H]4CCCN4c4ncccc43)CC2)cc1
0	8	4	16	1	28	16	1	COc1ccc2cc(C(C)C(=O)NCc3ccc(CS(N)(=O)=O)cc3)ccc2c1 (stereo not drawn)
4	1	-2	-10	4	-296	-48	-6	COc1cnc(CSc2ncccn2)cc1OCC(=O)Nc1ccccc1F
8	7	3	24	1	24	4	5	Cc1ccccc1C(=O)N1CCC2(CC1)N=C(c1ccccc1)C(=O)N2
-166	-39	-45	-145	-5	-498	-65	-141	Cn1c(=O)n(Cc2cccc(Cl)c2)c(=O)c2cnc(-c3ccncc3)nc21
4	4	0	3	2	0	6	3	COCCN1C(=O)c2ccccc2C(C(=O)Nc2ncccc2C)C12CCCCC2 (stereo not drawn)
11	4	0	10	-1	26	7	7	O=C(CCCn1c(=O)[nH]c2cc(Cl)ccc2c1=O)NCCCN1CCCC1=O
-74	-80	-66	-94	-8	-374	-279	-104	COc1ccc(C2c3cccn3CCN2C(=O)Nc2cccs2)cc1 (stereo not drawn)

A portion of the results above:
OTUD3 block	USP7 block	UCHL1 inh	USP28 block	USP10 inh	USP30 inh	USP8 block	USP17 inh	SMILES
-22	-6	-2	-20	-1	-74	3	34*	COc1ccc(N2CCN(C(=O)CN3C(=O)[C@H]4CCCN4c4ncccc43)CC2)cc1
0	8	4	16	1	28	16	1	COc1ccc2cc(C(C)C(=O)NCc3ccc(CS(N)(=O)=O)cc3)ccc2c1 (stereo not drawn)

Next section:
OTUD3 block	USP7 block	UCHL1 inh	USP28 block	USP10 inh	USP30 inh	USP8 block	USP17 inh	SMILES
-7	0	-3	-6	1	2	-9	-1	Cn1c(NC(=O)c2ccccc2Cl)cc(=O)n(C)c1=O
18	-43	11	11	8	-20	6	1	COc1cccc(NS(=O)(=O)c2cc(-c3[nH]ncc3C(=O)N3CCCC3)oc2C)c1
-5	1	-1	4	-5	-1	-15	7	Cc1nc(NCc2ccc3c(c2)OCO3)ncc1C(=O)N1CCN(c2ccccc2)CC1
-7	-2	-1	-25	-4	-64	3	-7	O=c1c2nc(-c3ccc(F)cc3)cn2ccn1-c1ccc2c(c1)CCC2
-4	0	2	0	4	-13	-118	-16	COc1ccccc1CNC(=O)c1ccc2c(c1)NC(=O)c1ccccc1S2(=O)=O
5	4	7	-2	4	11	8	6	COc1ccccc1COc1ccc2c(C)c(CC(=O)N3CC[C@@]4(O)CCCC[C@H]4C3)c(=O)oc2c1
-9	-6	-7	-18	-8	-26	1	-14	Cc1nc(C2CCCCN2Cc2cccnc2)nc2c1CCC(=O)N2Cc1ccccn1 (stereo not drawn)
8	2	0	9	-1	8	-3	0	CNC(=O)c1cccc2c1CCN2C(=O)Nc1ccccc1
13	3	4	6	3	17	22	0	COc1ccc(-c2noc(CC(=O)Nc3ccccc3OC)n2)cc1
-42	-17	-16	-39	-9	-184	-110	.	COC1CCN([C@@H]2[C@@H](O)[C@H](Oc3ccccc3)C[C@H]2N)CC1
-8	-5	-3	-15	-4	-30	-6	-37	O=C(CN1CN(c2ccccc2)c2ncccc2S1(=O)=O)Nc1ccccc1
3	1	2	10	2	8	18	8	O=C1c2ccc3c(c2N(S(=O)(=O)c2ccc(O)cc2)C[C@@H]2C[C@]12c1ccccc1)OCO3
19	-47	6	8	9	30*	14	14	Cc1ccc(CNC(=O)c2nc(-c3cn(-c4ccc(Br)cc4)nc3C)no2)o1
0	2	-3	-1	-1	-16	1	-1	CCc1ccccc1S(=O)(=O)Nc1cccn2cnnc12
-7	4	1	-2	8	11	0	67*	CCn1cc(-c2nc(-c3ccccc3)no2)c(=O)c2cc(F)ccc21
-48	-8	-10	-28	-1	-147	-30	-29	COc1cc(CC(=O)N2CCc3cc(-c4ccno4)ccc32)cc(OC)c1
-7	-29	0	-7	1	0	-11	-17	COc1ccc(S(=O)(=O)N(CC(=O)NCc2cccnc2)c2ccc(Cl)cc2)cc1
20	7	0	20	2	32*	1	41*	CN(C(=O)Cn1c(=O)n(-c2ccc(Cl)cc2)c(=O)c2c3c(sc21)CCCC3)C1CCCCC1
3	-1	-5	4	-13	2	17	4	COc1cccc2c(=O)n(CC(=O)N3CCOCC3)ccc12
-23	3	0	-12	-4	-96	-119	0	CC(C)n1c(=O)n(CC(=O)c2ccccc2)c2c(C(N)=O)nc(-c3ccco3)nc21
0	-6	-2	-1	-1	-6	-4	-1	Cc1noc(C2(NC(=O)c3ccc4c(c3)OCO4)CCCCC2)n1
5	-41	0	-8	0	-9	-3	-7	CC(C)c1noc2ncc(-c3nnc(C4CC4)o3)cc12
-39	-1	-5	-38	-10	-157	-95	-35	CC(C)(C)N1C(=O)c2ccncc2C1c1ccccc1 (stereo not drawn)
7	7	2	0	0	3	-4	0	CN1CCC(N(C)C(=O)c2ccc(Cl)c(S(=O)(=O)Nc3ccccc3C(=O)N(C)C3CCN(C)CC3)c2)CC1
8	9	3	3	4	31*	14	18	CN(C)S(=O)(=O)c1ccc(C(=O)Oc2ccc(-c3ccc(C#N)cc3)cc2)cc1

Pulled by compound from the entries so far:
OTUD3 block	USP7 block	UCHL1 inh	USP28 block	USP10 inh	USP30 inh	USP8 block	USP17 inh	SMILES
20	7	0	20	2	32*	1	41*	CN(C(=O)Cn1c(=O)n(-c2ccc(Cl)cc2)c(=O)c2c3c(sc21)CCCC3)C1CCCCC1
0	-6	-2	-1	-1	-6	-4	-1	Cc1noc(C2(NC(=O)c3ccc4c(c3)OCO4)CCCCC2)n1
-39	-1	-5	-38	-10	-157	-95	-35	CC(C)(C)N1C(=O)c2ccncc2C1c1ccccc1 (stereo not drawn)
-23	3	0	-12	-4	-96	-119	0	CC(C)n1c(=O)n(CC(=O)c2ccccc2)c2c(C(N)=O)nc(-c3ccco3)nc21
-7	-29	0	-7	1	0	-11	-17	COc1ccc(S(=O)(=O)N(CC(=O)NCc2cccnc2)c2ccc(Cl)cc2)cc1
7	7	2	0	0	3	-4	0	CN1CCC(N(C)C(=O)c2ccc(Cl)c(S(=O)(=O)Nc3ccccc3C(=O)N(C)C3CCN(C)CC3)c2)CC1
3	-1	-5	4	-13	2	17	4	COc1cccc2c(=O)n(CC(=O)N3CCOCC3)ccc12
